RAD52 inh = inhibitors of human RAD52 DNA annealing. P43351. recombinant RAD52 DNA annealing, FRET fluorescence. inhibition, % at 18.7 µM. 360,000 compounds, 0.46% hits. AID 651710;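 active = every replicate showing at least 50% inhibition; inconclusive = mean inhibition at least 50% but not in every replicate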
Target sequence (P43351 whole entry, looked up): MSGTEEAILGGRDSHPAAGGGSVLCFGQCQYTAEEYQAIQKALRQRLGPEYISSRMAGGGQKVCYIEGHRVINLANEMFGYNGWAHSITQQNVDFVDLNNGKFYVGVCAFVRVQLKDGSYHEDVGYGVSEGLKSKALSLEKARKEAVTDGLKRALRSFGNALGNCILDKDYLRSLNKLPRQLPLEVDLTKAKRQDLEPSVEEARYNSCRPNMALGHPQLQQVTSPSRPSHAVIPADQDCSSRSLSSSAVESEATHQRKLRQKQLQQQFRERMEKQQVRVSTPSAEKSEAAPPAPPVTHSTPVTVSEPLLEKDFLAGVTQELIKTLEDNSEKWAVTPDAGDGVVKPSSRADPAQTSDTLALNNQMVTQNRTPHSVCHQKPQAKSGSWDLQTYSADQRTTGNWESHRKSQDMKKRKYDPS
F508del corr = CFTR F508del correction in bronchial cells; CFBE cells, YFP halide quenching; stimulated with forskolin plus potentiator P3; % fluorescence drop versus neutral controls; activity (quench increase), % at 7.58 µM; 350,000 compounds, 0.36% hits;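 active = mean added fluorescence quench of at least 8% versus neutral control, with both replicates also reaching 8%; inconclusive = only one of the mean or replicate conditions met; inactive = mean below 8% and not both replicates reaching 8%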;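 also: cells transiently co-express mutant CFTR-F508del with the halide-sensitive YFP; corrector assay measuring rescue of mutant channel to the surface after 24 h compound exposure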
DENV2 CPE = protects cells from dengue virus 2 cytopathic effect; DENV2-infected cells, cytopathic effect rescue, plate reader; CPE inhibition, % at 9.99 µM; 350,000 compounds, 1.7% hits; in the data active = CPE inhibition above about 20%, passing the limit was not always enough; inconclusive = no clear call, values can overlap the other calls; tested in BHK-21 cells;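 also: 0% = median of neutral control wells and 100% = median of positive control wells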
INS-1E GSIS act = primary screen for activators of insulin secretion dependent on glucose, INS-1E cells, GLuc reporter luminescence. 370,000 compounds, 0.61% hits. INS-1E GLuc reporter insulin secretion, 2-3 h. AID 743287. activation, % at 16.6 µM;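 active = lowest replicate activation of at least 40%, so every replicate reaches that level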;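 also: 0% = median of neutral control wells and 100% = median of IBMX positive control wells; some compounds called inactive have numbers as strong as hits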
RAD54 inh = blocks human RAD54 Holliday junction branch migration; FAM/BHQ fluorescence; Q92698; 360,000 compounds, 0.14% hits; inhibition, % at 10.4 µM;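 active = mean normalized replicate activity at least 40 and at least half of replicates scoring 40 or more; inconclusive = only one of the two criteria met; inactive = mean below 40 and under half of replicates reaching 40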;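 also: 0% = median of neutral control wells and 100% = median of positive control wells; inhibitors cause a drop in the FAM fluorescence signal; in these data hits start at about 50%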
E-sel inducer = induces E-selectin expression in human endothelial cells; P16581; HUVEC E-selectin immunofluorescence imaging; normalized: neutral wells 0, TNF-alpha wells 100; activation, % at 7.58 µM; 260,000 compounds, 0.37% hits; AID 686992;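 active = mean E-selectin-positive cell signal at least 10% of the positive control, reached in at least 60% of replicates, without over 20% cell loss; inconclusive = no rule given, readout overlaps actives, possibly toxicity-flagged; inactive = the rest, including those meeting only one limit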;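 also: in these data hits start at about 27%; measured in HUVEC primary endothelial cells; signal is the percent of cells scored E-selectin positive by PE staining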
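Assay system: HUVEC, human umbilical vein endothelial cells / Amount: 3,000 HUVEC/well / Controls: TNF-alpha positive control, DMSO neutral control / Compound dosing: single concentration / Medium: EGM-2 over gelatin coat / Evaluation: percent E-selectin-positive cells / Signal: immunofluorescence imaging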
CASP6 VEID inh = inhibitors of human caspase-6; purified caspase-6, Z-VEID-R110 cleavage fluorescence; inhibition, % at 12.5 µM; 350,000 compounds, 0.53% hits; AID 686996;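 active = mean inhibition across replicates at least about 35%, with every replicate also reaching that limit, limit read from the data; inconclusive = only one of the two criteria met; inactive = neither criterion met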;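 also: 0% = median of neutral control wells and 100% = no fluorescence left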
Target sequence (P55212 24-179 limits assumed): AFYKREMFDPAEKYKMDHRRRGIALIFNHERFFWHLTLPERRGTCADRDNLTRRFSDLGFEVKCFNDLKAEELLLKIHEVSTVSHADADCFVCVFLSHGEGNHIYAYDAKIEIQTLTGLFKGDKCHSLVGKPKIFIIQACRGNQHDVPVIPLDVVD
Target sequence (P55212 194-293 limits assumed): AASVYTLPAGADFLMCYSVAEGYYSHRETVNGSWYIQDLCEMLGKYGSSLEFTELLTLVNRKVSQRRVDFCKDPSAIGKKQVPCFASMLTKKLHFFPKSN
Xi reactivation = reactivates the inactive X chromosome in mouse fibroblasts | XiGFP mouse fibroblasts, % GFP-positive cells imaging, 3 d; cells co-treated with 5-aza-dC sensitizer; scaled so ellipticine positive control = 100% | activation, % at 7.58 µM | 360,000 compounds, 0.055% hits | AID 743238;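 active = mean normalized replicate activation at least 10% and every replicate at or above 10%; inconclusive = only one of the two criteria met; inactive = mean below 10% and not all replicates reach 10%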;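 also: 0% = median of on-plate neutral control wells and 100% = ellipticine 6 µM median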
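material = 68-5-11 XiGFP fibroblast line | medium = DMEM plus 5-aza-dC sensitizer | schedule = 3 days compound exposure | benchmarks = positive control ellipticine, 6 µM final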
* hit, by the source's call; & = joins results of further samples.

`COc1ccc(S(=O)(=O)Nc2cccc3c2O[C@H](CN(C)Cc2ccccc2)[C@@H](C)CN([C@H](C)CO)C3=O)cc1` gave RAD52 inh 3.4&-13.5, F508del corr 2.6&1.1, DENV2 CPE -7.1&-9.1, INS-1E GSIS act 3.6&-15.3, RAD54 inh 5.1&2.8, E-sel inducer -0.3, CASP6 VEID inh -1.4&0.3 and Xi reactivation -1.3&0.3.
CC(C)(C)NC(=O)Cc1ccc(Cl)c(Cl)c1 was read as RAD52 inh -10.7, F508del corr 1.8, DENV2 CPE 2.7, INS-1E GSIS act -13.5, E-sel inducer 2.2, CASP6 VEID inh -1.0 and Xi reactivation 0.1.
Cc1cccc(CN2CCC(C(N)=O)CC2)c1 was read as RAD52 inh 5.5, F508del corr -0.8, DENV2 CPE -1.7, INS-1E GSIS act 14.1, RAD54 inh -0.5 and CASP6 VEID inh -1.3.
For O=C(N/N=C\c1ccc2c(c1)OCO2)c1ccc(Cn2cc(Br)c([N+](=O)[O-])n2)o1 the results were RAD52 inh 3.9, DENV2 CPE 7.9, INS-1E GSIS act 5.9, RAD54 inh -10.6, E-sel inducer -0.5, CASP6 VEID inh -4.2 and Xi reactivation 0.0.
CN(C(=O)c1ccc(N2CCCCC2)c([N+](=O)[O-])c1)C1CCS(=O)(=O)C1 (configuration not stated) was read as RAD52 inh -5.6, F508del corr -3.6, DENV2 CPE -5.2, INS-1E GSIS act -3.8, RAD54 inh 2.9, E-sel inducer 3.3, CASP6 VEID inh 2.3 and Xi reactivation 0.0.
Screening Cc1ccc(-c2csc(=S)[nH]2)cc1 returned RAD52 inh -5.9, F508del corr -0.3, DENV2 CPE -4.4, INS-1E GSIS act -3.6, E-sel inducer 4.8, CASP6 VEID inh -0.9 and Xi reactivation -0.8.
CCN(CC)S(=O)(=O)c1ccc(C(=O)NCc2ccc3c(c2)OCO3)cc1 was read as RAD52 inh -4.7, F508del corr -0.9, DENV2 CPE -5.3, INS-1E GSIS act 10.9, E-sel inducer 8.3, CASP6 VEID inh -3.8 and Xi reactivation 0.2.
For CCN1[C@@H]2c3ccc(-c4ccc(F)cc4)c(=O)n3C[C@@H]2[C@@H](CO)[C@@H]1C(=O)NCCc1cn(C)cn1 the results were RAD52 inh -16.5, DENV2 CPE -3.5, INS-1E GSIS act 3.7, RAD54 inh 3.5, E-sel inducer 0.3, CASP6 VEID inh 1.5 and Xi reactivation 0.4.
`C[C@@H]1CN([C@H](C)CO)C(=O)c2cc(NC(=O)CCCN(C)C)ccc2O[C@@H](C)CCCCO[C@H]1CN(C)S(=O)(=O)c1ccccc1` gave RAD52 inh 23.9, F508del corr 0.5, DENV2 CPE 23.0*, INS-1E GSIS act 11.0, RAD54 inh -0.9, E-sel inducer -0.2, CASP6 VEID inh 0.3 and Xi reactivation 0.0.
`CCOC(=O)c1cnc2ccc(OCC)cc2c1NCc1cccnc1` gave RAD52 inh -12.0, F508del corr 1.7, DENV2 CPE 8.3, INS-1E GSIS act 20.3, CASP6 VEID inh -2.6 and Xi reactivation 0.0.
COc1cccc(C(=O)N2CCN(c3nc4cc(C)cc(C)c4cc3C#N)CC2)c1 was read as RAD52 inh -34.1, F508del corr 1.9, DENV2 CPE -3.5, INS-1E GSIS act -9.3, E-sel inducer -2.2, CASP6 VEID inh -0.6 and Xi reactivation -0.1.
COc1cccc(-c2cnc3c(c2)C(=O)N([C@@H](C)CO)C[C@@H](C)[C@H](CN(C)CC2CCCC2)O3)c1 was read as F508del corr -0.4, INS-1E GSIS act -0.3, E-sel inducer 0.1 and Xi reactivation 0.0.
Screening COc1ccc(S(=O)(=O)N(CCC(=O)O)Cc2ccccc2)cc1 returned RAD52 inh -2.3, F508del corr -0.4, DENV2 CPE 4.3, INS-1E GSIS act 32.6, RAD54 inh -4.9, E-sel inducer 3.0, CASP6 VEID inh 0.7 and Xi reactivation 0.1.
For COc1ccc(-c2cc(C)no2)cc1S(=O)(=O)Nc1ccc(NC(C)=O)cc1 the results were RAD52 inh 1.7, F508del corr 3.8, DENV2 CPE 0.2, INS-1E GSIS act 8.3, RAD54 inh 11.2, CASP6 VEID inh 2.4 and Xi reactivation 0.0.
`Cc1ccc([N+](=O)[O-])c(OCCN2CCC(Cc3ccccc3)CC2)c1` gave RAD52 inh 26.0, F508del corr 0.3, DENV2 CPE -4.9, CASP6 VEID inh 5.3 and Xi reactivation 0.0.
O=C(Cc1ccc(Br)cc1)Nc1cccc(S(=O)(=O)N2CCCCC2)c1 was read as RAD52 inh 10.7, F508del corr -2.1, DENV2 CPE 4.7, RAD54 inh -1.3, E-sel inducer -4.9, CASP6 VEID inh -0.4 and Xi reactivation -0.1.
CCN(C1CCS(=O)(=O)C1)S(=O)(=O)c1cccc([N+](=O)[O-])c1 (configuration not stated) was read as RAD52 inh -6.8, F508del corr 2.3, DENV2 CPE 5.2, INS-1E GSIS act 11.7, CASP6 VEID inh -0.9 and Xi reactivation 0.0.
For Cc1nnc(N2CCCC(C(=O)NCc3ccccc3F)C2)c2nn(-c3ccccc3)c(C)c12 (configuration not stated) the results were RAD52 inh -83.0, F508del corr -5.8, DENV2 CPE 11.1, INS-1E GSIS act 8.3, RAD54 inh -1.2, CASP6 VEID inh -0.2 and Xi reactivation 0.0.
Screening C[C@@H]1CCCCO[C@H](CN(C)Cc2ccc(Cl)c(Cl)c2)[C@@H](C)CN([C@H](C)CO)C(=O)c2cc(NC(=O)CCCCCC(=O)Nc3ccccc3N)ccc2O1 returned RAD52 inh 15.4, F508del corr 0.2, DENV2 CPE 16.1, INS-1E GSIS act -10.6, E-sel inducer -0.3, CASP6 VEID inh 0.2 and Xi reactivation 0.7.
O=C(c1ccccc1)c1sc(Nc2ccc3c(c2)OCO3)nc1-c1ccccc1 was read as RAD52 inh -36.5, F508del corr 3.9, DENV2 CPE inconclusive, INS-1E GSIS act -9.3, RAD54 inh 0.7, E-sel inducer 0.1, CASP6 VEID inh -4.4 and Xi reactivation 0.0.
O=C(Cn1nc(C(=O)O)c2ccccc2c1=O)c1c[nH]c2ccccc12 was read as RAD52 inh -2.9, F508del corr 2.7, DENV2 CPE 17.5, INS-1E GSIS act 14.7, RAD54 inh 5.6, E-sel inducer -0.1, CASP6 VEID inh 0.3 and Xi reactivation -0.2.
COc1ccc(CCN=Cc2ccc(O)cc2)cc1OC was read as RAD52 inh -51.0, F508del corr 0.2, DENV2 CPE -2.2, INS-1E GSIS act -1.2, RAD54 inh -1.3, E-sel inducer -0.1, CASP6 VEID inh -2.1 and Xi reactivation -0.1.
For N/C(=N\OC(=O)c1cc(Br)ccc1Cl)c1cccnc1 the results were RAD52 inh -22.8, F508del corr 0.4, DENV2 CPE 0.6, INS-1E GSIS act 6.0, CASP6 VEID inh 1.4 and Xi reactivation 0.0.
For COc1ccc(S(=O)(=O)Nc2ccc3c(c2)C(=O)N([C@@H](C)CO)C[C@H](C)[C@@H](CN(C)S(=O)(=O)c2ccc(C)cc2)OCCCC[C@@H](C)O3)cc1 the results were RAD52 inh -34.7, F508del corr 5.4, DENV2 CPE 0.9, INS-1E GSIS act 5.2, RAD54 inh 19.3, CASP6 VEID inh -2.3 and Xi reactivation 0.1.
For COc1ccc(CNS(=O)(=O)c2ccc(F)cc2Br)cc1 the results were RAD52 inh -16.2, F508del corr -1.1, DENV2 CPE 15.6, INS-1E GSIS act 6.2, RAD54 inh -0.9, E-sel inducer 0.1, CASP6 VEID inh 3.9 and Xi reactivation 0.2.
For CC1(C)C(CC(=O)O)CC1C(=O)O (configuration not stated) the results were RAD52 inh 2.1, F508del corr -1.7, DENV2 CPE 12.2, INS-1E GSIS act -4.7, RAD54 inh 6.5, E-sel inducer 0.4, CASP6 VEID inh -3.0 and Xi reactivation 0.1.
For Cc1ccc(OC(=O)Nc2ccccc2)cc1 the results were RAD52 inh 9.8, F508del corr 0.7, DENV2 CPE 11.3, INS-1E GSIS act -10.0, RAD54 inh 6.3, E-sel inducer -0.4, CASP6 VEID inh -2.3 and Xi reactivation 0.0.
Screening CC(NC(=O)c1ccco1)C(=O)N1CCN(C(c2ccccc2)c2ccccc2)CC1 (configuration not stated) returned RAD52 inh -10.9, F508del corr 0.3, DENV2 CPE 5.0, INS-1E GSIS act -54.2, RAD54 inh 3.9, E-sel inducer -0.1, CASP6 VEID inh 15.4 and Xi reactivation 0.3.
Screening COc1cccc(NC(=O)N2[C@@H]3CNC[C@H]2C3c2ccc(-c3cccc(C(=O)N(C)C)c3)cc2)c1 (some centres not stated) returned RAD52 inh 40.6&-3.2, F508del corr -2.6&-0.2, DENV2 CPE 3.0&3.5, INS-1E GSIS act 2.1&6.7, E-sel inducer -0.5&0.5, CASP6 VEID inh -2.5&-1.6 and Xi reactivation 0.0&0.0.
Screening CCN(CC)S(=O)(=O)c1cccc(C(=O)N2CCCc3ccccc32)c1 returned RAD52 inh -15.7, F508del corr -5.4, DENV2 CPE 3.9, INS-1E GSIS act -14.9, RAD54 inh 9.1, CASP6 VEID inh 0.4 and Xi reactivation 0.2.
For CCCC(=O)NC(c1ccc(OCC)cc1)c1ccc(OC)c(OC)c1 (configuration not stated) the results were RAD52 inh 2.8, F508del corr -0.9, DENV2 CPE -4.2, INS-1E GSIS act 31.2, RAD54 inh 0.8, E-sel inducer 0.1, CASP6 VEID inh -3.9 and Xi reactivation 0.7.
For O=C(C[C@@H]1CC[C@@H]2[C@H](COC[C@@H](O)CN2Cc2ccccc2F)O1)N[C@@H]1CCN(Cc2ccccc2)C1 the results were RAD52 inh -8.8, F508del corr -1.1, DENV2 CPE -1.1, INS-1E GSIS act 7.7, RAD54 inh 4.4, E-sel inducer -0.1, CASP6 VEID inh 1.4 and Xi reactivation 0.1.
`CC(C)NC(=O)Nc1ccc2c(c1)C(=O)N([C@H](C)CO)C[C@@H](C)[C@H](CN(C)Cc1ccc(C(F)(F)F)cc1)OCCCC[C@@H](C)O2` gave RAD52 inh 20.0, F508del corr -0.6, DENV2 CPE 31.5*, INS-1E GSIS act -15.1, RAD54 inh -3.4, CASP6 VEID inh -1.0 and Xi reactivation 0.1.
`CN1CCN(S(=O)(=O)c2cccc(C(=O)O)c2)CC1` gave RAD52 inh -11.4, F508del corr 3.8, DENV2 CPE 1.4, INS-1E GSIS act 17.2, RAD54 inh -4.2, CASP6 VEID inh -1.9 and Xi reactivation -0.1.
Cc1ccc(S(=O)(=O)Nc2ccc3c(c2)C(=O)N([C@@H](C)CO)C[C@@H](C)[C@@H](CN(C)Cc2ccc(C(F)(F)F)cc2)OCCCC[C@@H](C)O3)cc1 was read as RAD52 inh -39.9, F508del corr inconclusive, DENV2 CPE -19.9, INS-1E GSIS act 4.0, RAD54 inh 3.6, CASP6 VEID inh -0.7 and Xi reactivation -0.1.
Screening Cc1cnc(C(=O)OCC(=O)c2ccc(Br)s2)cn1 returned RAD52 inh -16.9, F508del corr -1.7, DENV2 CPE 5.5, INS-1E GSIS act 0.7, RAD54 inh -4.8, CASP6 VEID inh 1.1 and Xi reactivation 0.0.

Screens as filed in PubChem BioAssay.
